NR2E3 ag-1 – inhibitors of NR2E3-RetCOR corepressor binding, primary screen, NR2E3 agonist project, biochemical, TR-FRET, GST-NR2E3, biotin-RetCOR; Photoreceptor-specific nuclear receptor (Homo sapiens), Q9Y5X4; 320,000 compounds, 0.12% hits; AID 2300, 2010; inhibition of corepressor binding, % at 4.78 µM; 1536-well;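 active = percent inhibition above the cutoff of mean plus 3 SD of all tested compounds, set per screening campaign, cut at about 20% in these data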;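 note: 0% = DMSO wells and 100% = biotin wells as full block of FRET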
Target sequence (Q9Y5X4 whole entry, looked up): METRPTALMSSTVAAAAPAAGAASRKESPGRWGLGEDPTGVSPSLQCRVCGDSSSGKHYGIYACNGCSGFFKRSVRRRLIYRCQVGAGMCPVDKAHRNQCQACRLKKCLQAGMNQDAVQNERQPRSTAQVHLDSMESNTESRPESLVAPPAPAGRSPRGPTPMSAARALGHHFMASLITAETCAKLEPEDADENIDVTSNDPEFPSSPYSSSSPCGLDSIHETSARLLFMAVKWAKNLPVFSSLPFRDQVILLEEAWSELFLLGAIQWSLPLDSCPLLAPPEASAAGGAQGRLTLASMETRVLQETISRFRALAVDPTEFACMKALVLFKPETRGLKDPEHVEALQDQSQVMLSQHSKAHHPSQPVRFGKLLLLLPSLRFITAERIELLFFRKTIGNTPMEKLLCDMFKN
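Material: NR2E3–RetCOR corepressor complex | Quantity: 1.35 nM GST-tagged NR2E3 final | Schedule: 5 h at 4 °C | Replication: Singlicate compound wells | Reagent: RetCOR corepressor, biotinylated, 7 nM | Controls: Biotin wells as high control, 0.6% DMSO wells as low control | Signal: TR-FRET, Eu(K)-anti-GST donor, streptavidin-D2 acceptor, ex 340, em 617/671 nm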
HTR2A ag – mouse Htr2a agonists via beta-arrestin recruitment, primary screen, cell-based, luminescence | activation, % at 7.6 µM | AID 624169, 2012 | 360,000 compounds, 0.66% hits | CHO-K1 mHTR2A beta-arrestin complementation; percent of 30 µM serotonin response | 5-hydroxytryptamine receptor 2A (Mus musculus), P35363;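 active = activation above a run cutoff, the mean activation of all tested compounds plus 3 SD, cut at about 14% in these data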;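 note: 0% = plate median of compound wells and 100% = 30 µM serotonin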
PDI inh – inhibitors of human PDI, primary screen, biochemical, turbidity, single point, plate reader | Protein disulfide-isomerase (Homo sapiens), P07237 | PDI insulin aggregation turbidity, A650, 90 min | inhibition, % at 10 µM | 350,000 compounds, 0.052% hits | AID 588391, 2011;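 active = mean inhibition across replicates of 30% or more, whatever share of single replicates reach that level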;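 note: absorbance from insulin aggregation driven by PDI reduction with DTT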
Target sequence (P07237 whole entry, looked up): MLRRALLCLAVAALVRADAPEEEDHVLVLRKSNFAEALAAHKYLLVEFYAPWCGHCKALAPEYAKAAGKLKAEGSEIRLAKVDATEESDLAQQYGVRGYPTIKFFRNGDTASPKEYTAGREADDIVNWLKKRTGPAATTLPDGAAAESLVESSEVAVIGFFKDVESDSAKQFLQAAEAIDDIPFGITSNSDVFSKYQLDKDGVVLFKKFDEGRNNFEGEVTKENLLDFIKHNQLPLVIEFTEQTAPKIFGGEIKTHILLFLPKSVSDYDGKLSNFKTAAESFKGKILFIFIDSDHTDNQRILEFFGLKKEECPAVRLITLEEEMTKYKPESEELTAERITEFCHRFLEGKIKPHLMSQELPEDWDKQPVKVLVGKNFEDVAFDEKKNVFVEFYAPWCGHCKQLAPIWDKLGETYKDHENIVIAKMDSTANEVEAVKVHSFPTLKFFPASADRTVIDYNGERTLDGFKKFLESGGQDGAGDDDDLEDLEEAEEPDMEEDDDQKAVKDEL
NR2E3 ag-2 – NR2E3 agonists in two-hybrid cells, primary screen, cell-based, luminescence, CHO-S, Gal4-NCOR/VP16-NR2E3 | luciferase | 360,000 compounds, 0.35% hits | Photoreceptor-specific nuclear receptor (Homo sapiens), Q9Y5X4 | AID 602229, 2012 | inhibition of corepressor binding, % at 3.98 µM;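 active = inhibition above the mean of all tested compounds plus 3 SD, cut at about 70% in these data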;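 note: 0% = DMSO with NR2E3 transfected cells and 100% = cells lacking NR2E3 construct; higher means lower luciferase signal from less NR2E3 corepressor binding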
HIF-2a inh – HIF-2a reporter inhibitors, primary screen, luminescence, 786-0 RCC cells; 786-0 RCC cells HIF-2a reporter, luciferase luminescence, overnight; inhibition, % at 18.8 µM; 360,000 compounds, 0.72% hits;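 active = inhibition of the luminescence signal of 40% or more relative to plate controls, in a single-dose primary screen at 18.75 µM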
hiPSC survival – enhancers of single-cell hiPSC survival, primary screen, ATPlite luminescence; 100% = ROCK inhibitor wells, 0% = DMSO; survival enhancement, % at 20 µM; 360,000 compounds, 0.044% hits; in the data active = survival enhancement above about 18%;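 note: cells exposed to compounds for 16 hours before the ATP read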
MITF TRPM1 inh – inhibitors of MITF-dependent TRPM1 promoter reporter, primary screen, cell-based, SK-MEL-5, single point, luciferase | inhibition, % at 12.5 µM | SK-MEL-5 TRPM1 promoter luciferase, 24 h | 330,000 compounds, 0.83% hits;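 active = mean inhibition across replicates of 60% or more, whatever share of single replicates reaches that level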; note: values of inactives mirror those of a sister screen read the other way
Peg3 prom inh – Peg3 promoter-driven luciferase inhibitors, primary screen, cell-based, HeLa, luciferase luminescence | HeLa PEG-Prom luciferase reporter, overnight | inhibition, % at 20 µM | 360,000 compounds, 1.7% hits;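 active = inhibition of at least 50% at 20 µM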
Shn3 inh set2 – reduction of Shn3 3'UTR firefly luciferase signal, primary screen, Schnurri-3 inhibitor project, cell-based, Clone20 osteoblasts, set 2; Clone20 osteoblast Shn3 3'UTR firefly luciferase, 24 h; inhibition, % at 12.5 µM; 360,000 compounds, 0.52% hits;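 active = mean inhibition of at least 75% with every replicate also reaching 75%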;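 note: 0% = median of neutral control wells and 100% = pilot-screen positive control compound; some compounds past the cut are filed as inactive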
CaV13 ICDI inh – Primary screen for inhibitors of IQ motif and Ca2+-dependent inactivation inhibitor domain binding in CACNA1D, Förster resonance energy transfer in living cells, …; 340,000 compounds, 0.098% hits; HEK cells, CFP/YFP FRET ICDI-IQ, plate reader, 10 min; percent FRET-ratio fall versus neutral wells; inhibition, % at 12.3 µM;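 active = mean replicate inhibition of at least 30% and at least 1% of replicates passing that level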;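 note: 0% = median of the neutral control wells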
Cardio protect – cardioprotection against H2O2-induced cell death, primary screen, uHTS, H9c2 cells, ATPLite luminescence; H9c2 cardiomyocytes, H2O2 injury protection, 2 h; protection from H2O2 cell death, % at 20 µM; 360,000 compounds, 0.63% hits; AID 588492, 2011;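 active = compounds giving at least 50% protection of heart cells from peroxide-induced death in the single-dose screen, raw or plate-pattern-corrected value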;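 note: 0% = DMSO wells with peroxide and 100% = DMSO wells without peroxide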
Active calls of the source: *; / = not tested or not shown.

SMILES	NR2E3 ag-1	HTR2A ag	PDI inh	NR2E3 ag-2	HIF-2a inh	hiPSC survival	MITF TRPM1 inh	Peg3 prom inh	Shn3 inh set2	CaV13 ICDI inh	Cardio protect
C[C@H](O)C(=O)C1=Nc2c(nc(N)[nH]c2=O)NC1	-1	6	0	-17	4	-3.1	2	2	-4	-4	-7
Cc1cccc(Cl)c1NC(=S)NN	2	3	5	-29	23	0.3	-4	-1	9	8	-4
CC1(C(=O)Nc2ccccc2Cc2ccccc2)CCN1Cc1ccccc1Cl (stereo unspecified)	/	5	12	-8	22	-3.3	/	29	13	-7	-10
CC(C)(CNC(=O)c1cccc(S(=O)(=O)NCc2ccccc2)c1)N1CCOCC1	-1	3	-6	-2	12	0.9	-6	13	-4	-6	-1
CCC(C)Sc1ccc(-c2nc3ccc(Cl)cn3c2NCc2ccccc2)cc1 (stereo unspecified)	/	2	-3	-20	-284	3.5	-88	-258	-80	-6	-22
CCN(C[C@H]1N[C@@](CC)(C(=O)OC)[C@H]2C(=O)N(C)C(=O)[C@@H]12)C(=O)Nc1ccc(OC)cc1	/	6	0	-8	-20	-3.3	-9	-18	-13	-4	-2
CC12CCC(=O)N1C(C(=O)N1CCN(c3cccc(Cl)c3)CC1)CS2 (stereo unspecified)	-1	-4	-3	6	-12	0.1	-2	8	5	-5	11
CC1CCN(c2nc(N3CCCCC3)nc(N3CCCCC3)n2)CC1	4	0	1	-8	21	-0.6	-4	21	-11	-5	-14
Cc1cc(NCc2cccnc2)nc(N)n1	-2	3	-3	-11	20	-0.3	9	1	2	-18	6
O=C(COc1ccccc1Cl)Nc1cccnc1	3	0	-19	8	-278	1.0	-57	-217	-71	2	-8
CSc1ccccc1NC(=O)CN(c1ccccc1)S(=O)(=O)N(C)C	1	5	6	-8	13	4.4	7	14	5	/	-6
CCOC(=O)c1cnc(-n2nc(C)cc2C)nc1NNc1cc(C)nc(-c2ccccc2)n1	5	-1	0	9	27	-1.3	42	44	92*	-5	78*
COc1ccc(NC(=O)/C(=C\c2cc(OC)c(OC)cc2[N+](=O)[O-])NC(=O)c2ccccc2)cc1	2	2	-3	-6	6	-2.8	-13	9	19	-5	5
O=C(OCC(=O)N(C1CCCCC1)C1CCCCC1)c1ccc(Cl)nc1	-1	7	-10	1	1	-0.1	2	4	14	-2	3
COCCn1c(C)cc(C(=O)COC(=O)/C=C/c2c(C)nn(C3CCS(=O)(=O)C3)c2Cl)c1C (stereo unspecified)	-6	8	-3	-7	-35	-0.4	4	-14	22	-2	8

Single entries from above:
In NR2E3 ag-2, CCOC(=O)c1cnc(-n2nc(C)cc2C)nc1NNc1cc(C)nc(-c2ccccc2)n1 has the entry 9
In HIF-2a inh, Cc1cc(NCc2cccnc2)nc(N)n1 has the entry 20
In NR2E3 ag-1, O=C(OCC(=O)N(C1CCCCC1)C1CCCCC1)c1ccc(Cl)nc1 has the entry -1
In PDI inh, C[C@H](O)C(=O)C1=Nc2c(nc(N)[nH]c2=O)NC1 has the entry 0

Remaining list, next part:
SMILES	NR2E3 ag-1	HTR2A ag	PDI inh	NR2E3 ag-2	HIF-2a inh	hiPSC survival	MITF TRPM1 inh	Peg3 prom inh	Shn3 inh set2	CaV13 ICDI inh	Cardio protect
COc1ccccc1/C=C/C(=O)OCC(=O)Nc1ccc(Cl)cn1	4	-3	-3	28	12	-0.6	-3	26	-7	0	-7
COc1ccccc1C(=O)NCC(=O)OC(C)C(=O)N(C)C1CCCCC1 (stereo unspecified)	-2	3	1	5	3	0.0	4	14	-12	-3	16
Cn1c(Oc2ccccc2NCc2cccc(Br)c2)cc(=O)n(C)c1=O	-1	-1	3	-16	19	-0.3	14	29	20	/	-12
COc1cc(C(=O)N/N=C/c2ccccn2)cc(OC)c1OC	3	-4	1	-2	18	-0.2	17	15	24	-4	22
Cc1nc2cc(-c3ccccc3)[nH]n2c(=O)c1C	-4	1	1	-79	-218	-0.2	-27	-270	-84	-2	-4
CCCc1nnc(SCC(=O)Nc2ccc(C(=O)OCC)cc2)o1	2	-1	-12	-4	-23	-0.8	2	-21	-11	-3	3
CCn1c(=O)n(CC)c2cc(S(N)(=O)=O)ccc21	1	-1	11	5	1	0.5	-6	21	-2	-6	1
Cc1cc2c(=O)n(C)c(SCC(=O)Nc3ccccc3)nc2s1	0	5	0	-3	-5	0.1	-14	32	-20	-2	-9
O=C(CCN1C(=O)C2CCCCC2C1=O)Nc1nc(-c2ccccc2)cs1 (stereo unspecified)	-4	-3	1	-48	-72	-0.7	-13	-42	-2	-2	3
O=C(N/N=C\c1ccc(Br)cc1)c1ccc(Cn2cccn2)o1	3	1	-6	-18	-161	2.3	-24	-63	-11	-4	-6
Cc1ccc(S(=O)(=O)C(c2ccccc2)c2c(C)noc2C)cc1 (stereo unspecified)	-4	-2	-1	10	18	3.3	0	27	12	-19	3
COc1cccc(C(=O)Nc2ccc3c(c2)C(=O)c2ccccc2C3=O)c1	-11	8	-5	-55	-179	-1.3	-58	-151	-9	-4	-7
CCCCNC(=O)N1CCN(c2ccccc2OCC)CC1	0	0	3	15	6	-0.5	11	-13	-4	-5	10
Cc1ccc[n+](-c2[nH]c(=O)sc2/C=N/NC(=O)c2ccccc2[O-])c1	-4	-2	9	-12	12	-0.5	2	-6	-36	-3	8
COc1cc2nc(SCC(=O)NCc3ccco3)n(Cc3ccc(Cl)cc3)c(=O)c2cc1OC	4	-5	-6	1	20	-3.4	62*	51*	36	-5	2
CCOC(=O)C1=C(C)N=C2SCCC(=O)N2[C@@H]1/C=C/c1ccccc1	-1	5	2	17	14	-1.0	0	2	9	-5	12
COCCN(C(=O)COC(=O)C(c1ccccc1)c1ccccc1)c1c(N)n(Cc2ccccc2)c(=O)[nH]c1=O	2	6	14	10	6	-0.2	3	5	7	-6	0
Cc1cccc(C)c1NC(=S)N/N=C/c1ccc(OCCC(C)C)cc1	3	-3	9	-5	28	-2.6	8	12	-12	-4	-15
CC(C)OCCCNC(=O)C1CCC(=O)N1C(C)C (stereo unspecified)	1	3	-1	-7	14	0.2	-2	13	-15	/	3
CCCCOC(=O)c1ccc(NC(=O)C(=O)NCCN(CC)CC)cc1	2	1	-6	-18	-1	0.4	-13	-8	/	-5	4
CCCCCC(=O)N/N=C(\C)c1ccc(NC(=O)c2ccco2)cc1	2	-9	-13	-85	-161	1.0	-14	-150	-35	/	-3
CC1CN(S(=O)(=O)c2cccc(C(=O)NCCC3=CCCCC3)c2)CC(C)O1 (stereo unspecified)	1	-2	0	11	3	-0.5	16	24	3	-5	-9
CCc1ccccc1NC(=O)C1CCCN(S(=O)(=O)c2c(C)noc2C)C1 (stereo unspecified)	-3	4	-7	-4	-2	-3.1	2	12	10	-4	-4
COC(=O)c1cccc(N2C(=O)c3ccccc3S2(=O)=O)c1	-1	2	-6	-4	10	2.5	7	19	6	-5	5
Cc1cc(=O)oc2c3c(cc(OCC(=O)NCC4CCC(C(=O)O)CC4)c12)OC(C)(C)CC3 (stereo unspecified)	-1	-1	/	-21	13	-1.8	/	6	7	/	1
CS(=O)(=O)N1CCC(C(=O)N2CCN(c3ccccc3F)CC2)CC1	1	5	-33	10	10	-0.5	-32	-1	-4	-11	5
CCN(CC)S(=O)(=O)c1ccc(N2CCN(C)CC2)c(NC(=O)CSCC(=O)Nc2cccc(C)c2)c1	2	-2	2	-29	3	-0.5	-10	-12	-8	-6	-3
COc1cc(OC)c(C(=O)O/N=C(\N)c2ccccc2)cc1OC	1	2	8	-19	-86	-0.1	-26	-65	-29	-4	-5
CCOC(=O)C(C)Sc1nc(=O)n2ccccc2n1 (stereo unspecified)	5	1	-3	-9	14	-1.5	-2	17	-21	-6	11
O=C(c1ccco1)N1CCN(C(=O)c2sccc2-c2ccccc2)CC1	2	-1	5	-11	-3	-1.2	4	11	-3	-4	5

Another view of 6 compounds above.
Structure,NR2E3 ag-1,HTR2A ag,PDI inh,NR2E3 ag-2,HIF-2a inh,hiPSC survival,MITF TRPM1 inh,Peg3 prom inh,Shn3 inh set2,CaV13 ICDI inh,Cardio protect
COC(=O)c1cccc(N2C(=O)c3ccccc3S2(=O)=O)c1,-1,2,-6,-4,10,2.5,7,19,6,-5,5
Cc1cc(=O)oc2c3c(cc(OCC(=O)NCC4CCC(C(=O)O)CC4)c12)OC(C)(C)CC3 (stereo unspecified),-1,-1,/,-21,13,-1.8,/,6,7,/,1
CS(=O)(=O)N1CCC(C(=O)N2CCN(c3ccccc3F)CC2)CC1,1,5,-33,10,10,-0.5,-32,-1,-4,-11,5
CCN(CC)S(=O)(=O)c1ccc(N2CCN(C)CC2)c(NC(=O)CSCC(=O)Nc2cccc(C)c2)c1,2,-2,2,-29,3,-0.5,-10,-12,-8,-6,-3
COc1cc(OC)c(C(=O)O/N=C(\N)c2ccccc2)cc1OC,1,2,8,-19,-86,-0.1,-26,-65,-29,-4,-5
CCOC(=O)C(C)Sc1nc(=O)n2ccccc2n1 (stereo unspecified),5,1,-3,-9,14,-1.5,-2,17,-21,-6,11

The list goes on.
SMILES	NR2E3 ag-1	HTR2A ag	PDI inh	NR2E3 ag-2	HIF-2a inh	hiPSC survival	MITF TRPM1 inh	Peg3 prom inh	Shn3 inh set2	CaV13 ICDI inh	Cardio protect
O=C(O)c1ccccc1NS(=O)(=O)c1ccc2c3c(cccc13)C(=O)N2	-1	1	-13	2	-13	-1.9	4	-19	4	-5	1
Cc1cnc(C(=O)OCC(=O)Nc2ccc(C)c(S(=O)(=O)N3CCOCC3)c2)cn1	/	3	24	-21	2	-2.2	11	13	-17	-5	3
CNS(=O)(=O)c1cccc(C(=O)OCc2cc(=O)n3cc(Br)ccc3n2)c1	5	2	5	14	9	-1.9	-8	2	13	-13	0
COc1ccc(OCc2cc(=O)[nH]c3ccccc23)cc1	1	2	-4	12	-17	1.3	-15	-33	5	-1	0

Assay outcomes: PubChem BioAssay, several laboratories
